eLon inh: inhibits E. coli Lon protease; purified E. coli Lon protease, fluorescence polarization; inhibition, % at 7.94 µM; 360,000 compounds, 0.42% hits; in the data active = inhibition above about 13%, passing the limit was not always enough;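 also: 0% = enzyme with probe and DMSO and 100% = no enzyme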
Target sequence (P0A9M0 whole entry, looked up): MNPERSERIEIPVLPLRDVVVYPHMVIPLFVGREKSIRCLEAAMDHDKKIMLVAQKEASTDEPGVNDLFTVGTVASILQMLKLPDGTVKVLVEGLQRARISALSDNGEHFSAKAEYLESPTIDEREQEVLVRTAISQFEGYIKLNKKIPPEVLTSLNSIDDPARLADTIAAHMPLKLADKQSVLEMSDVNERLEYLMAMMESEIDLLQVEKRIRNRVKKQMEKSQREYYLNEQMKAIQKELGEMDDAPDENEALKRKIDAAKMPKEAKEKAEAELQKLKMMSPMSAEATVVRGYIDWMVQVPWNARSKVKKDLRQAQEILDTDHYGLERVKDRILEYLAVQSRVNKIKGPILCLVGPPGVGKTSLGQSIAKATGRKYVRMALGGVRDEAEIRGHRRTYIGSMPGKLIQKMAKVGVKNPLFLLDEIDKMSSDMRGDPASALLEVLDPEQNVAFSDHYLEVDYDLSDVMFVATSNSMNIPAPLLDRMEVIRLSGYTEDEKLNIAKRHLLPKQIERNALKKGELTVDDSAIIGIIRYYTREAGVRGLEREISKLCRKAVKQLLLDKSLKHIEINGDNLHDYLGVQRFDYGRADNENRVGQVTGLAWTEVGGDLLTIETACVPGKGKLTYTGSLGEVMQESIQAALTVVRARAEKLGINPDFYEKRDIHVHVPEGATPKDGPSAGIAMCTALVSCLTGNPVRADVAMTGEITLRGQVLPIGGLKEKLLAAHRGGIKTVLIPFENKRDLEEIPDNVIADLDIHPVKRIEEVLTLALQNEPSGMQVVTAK
Neddylation inh: inhibitors of human cullin neddylation; P61081+Q13564; TR-FRET cullin neddylation, biochemical; calls only at 25 µM; 360,000 compounds, 0.58% hits; AID 651699; in the data active = inhibition above about 36%
CSN deneddyl inh: blocks human CSN-mediated cullin deneddylation; Purified CSN, SCF-Nedd8-OG deneddylation, fluorescence polarization; Q92905; AID 651999; inhibition, % at 12.5 µM; 360,000 compounds, 0.38% hits;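 active = pattern-corrected inhibition above about 35%, with an unprinted fluorescence ratio check between 0.5 and 1.5, limit read from the data, passing the limit was not always enough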;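 also: 0% = enzyme with substrate and 100% = substrate without enzyme; some results filed as inactive read as strong as hits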
Target sequence (Q92905 whole entry, looked up, one chain of several): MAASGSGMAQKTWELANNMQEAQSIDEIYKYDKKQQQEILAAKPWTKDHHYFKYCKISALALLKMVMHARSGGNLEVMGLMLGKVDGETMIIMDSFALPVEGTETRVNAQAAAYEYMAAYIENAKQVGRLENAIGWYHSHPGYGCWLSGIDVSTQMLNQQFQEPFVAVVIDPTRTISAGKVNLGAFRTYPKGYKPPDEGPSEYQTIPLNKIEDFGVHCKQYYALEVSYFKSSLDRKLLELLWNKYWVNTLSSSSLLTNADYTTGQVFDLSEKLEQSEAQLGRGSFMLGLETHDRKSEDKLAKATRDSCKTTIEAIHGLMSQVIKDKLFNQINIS
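assay system = purified human Csn5 enzyme expressed in HEK293T cells | amount = 0.24 nM enzyme | buffer or medium = Tris/NaCl/DTT buffer, pH 7.5 | reagent = 10 nM SCFSkp2-Nedd8OG | compound = one concentration, 12.5 µM, 0.25% DMSO | times = 90 min reaction at room temperature | signal = FP | read-out basis = % inhibition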
Rin1 Abl inh: human Rin1-Abl interaction inhibition; TR-FRET Rin1/Abl binding, biochemical; AID 588664; inhibition, % at 7.35 µM; 360,000 compounds, 0.4% hits; in the data active = inhibition above about 5%, passing the limit was not always enough
TbMetRS inhib: Trypanosoma brucei MetRS inhibition. purified T. brucei MetRS, ATP depletion, Kinase-Glo luminescence. inhibition, % at 11.9 µM. 360,000 compounds, 0.4% hits. AID 624268;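 active = inhibition above a per-plate cutoff of the control wells' mean inhibition plus 3 SD, cut at about 5.5% in these data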;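 also: 0% = DMSO wells median and 100% = median of wells with control inhibitor compound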
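Material: T. brucei methionyl-tRNA synthetase, purified; reagent: substrates ATP, L-methionine and bulk Escherichia coli tRNA; dosing: 11.9 µM single point; timing: 15 min plus 2 h at 25 °C; detection: luminescence of leftover ATP; evaluation: % inhibition; control set: DMSO-only wells as low control; replicates: singlicate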
MsrA inh: bovine MsrA inhibition | inhibition, % at 15.5 µM | 360,000 compounds, 0.75% hits | AID 651718 | purified bovine MsrA, absorbance read-out; in the data active = inhibition above about 4.5%;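 also: 0% = vehicle wells with enzyme and 100% = reference inhibitor wells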
bovine MsrA act: activators of bovine methionine sulfoxide reductase A. purified bovine MsrA, absorbance read-out. activation, % at 10.6 µM. 360,000 compounds, 0.3% hits; in the data active = activation above about 7.5%;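 also: 0% = vehicle and 100% = reference activator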
FAS-TE inh: FAS thioesterase (human) inhibition. recombinant FAS-TE, OMFH fluorogenic substrate, fluorescence endpoint. inhibition, % at 15 µM. 360,000 compounds, 0.67% hits. P49327;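 active = compounds whose normalised, plate-corrected inhibition of enzyme fluorescence in the single-dose primary screen is 50% or more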;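 also: 0% = DMSO with enzyme and 100% = substrate without enzyme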
MLLE-PAM2 inh: inhibitors of microRNA-mediated deadenylation, human PABP1 MLLE binding. GST-MLLE / FITC-PAM2 fluorescence polarization. inhibition, % at 20 µM. 360,000 compounds, 0.36% hits; in the data active = inhibition above about 35%, passing the limit was not always enough;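 also: plate controls were DMSO wells with GST-MLLE for no effect and wells lacking GST-MLLE protein for full effect; some results filed as inactive read as strong as hits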
Active calls of the source: *.

Results for COc1ccc(CCC(=O)NCCc2cn3c(C)csc3n2)cc1 ?
eLon inh: -6; Neddylation inh: inactive; CSN deneddyl inh: -3; Rin1 Abl inh: -2; TbMetRS inhib: 1.8; MsrA inh: -0.8; bovine MsrA act: 0; FAS-TE inh: -2; MLLE-PAM2 inh: -33

How did Cc1occc1-c1nnc(SCC(=O)N2CCCCC2C)o1 (configuration not stated) do in these assays?
eLon inh: 6; Neddylation inh: inactive; CSN deneddyl inh: -4; Rin1 Abl inh: 4; TbMetRS inhib: -0.4; MsrA inh: 1.7; bovine MsrA act: -3; FAS-TE inh: -4; MLLE-PAM2 inh: 22

How did Cc1cc(OCC(=O)N[C@@H](CSCc2ccccc2)C(=O)O)c2c(C)c(C)c(=O)oc2c1 do in these assays?
eLon inh: -7; CSN deneddyl inh: -3; Rin1 Abl inh: -3; TbMetRS inhib: -2.2; MsrA inh: 1.0; bovine MsrA act: -7; FAS-TE inh: 26; MLLE-PAM2 inh: 15

How did CN1C(=O)C(C)(C)c2cc(S(=O)(=O)NCC3CCC(C(=O)NCc4ccc(F)cc4)CC3)ccc21 (configuration not stated) do in these assays?
eLon inh: 7; Neddylation inh: inactive; CSN deneddyl inh: -4; Rin1 Abl inh: 1; TbMetRS inhib: 0.1; MsrA inh: -1.1; bovine MsrA act: -2; FAS-TE inh: -11; MLLE-PAM2 inh: -4

What do the screens show for `COC(=O)c1ccccc1NC(=O)CCCn1nc([N+](=O)[O-])c(Br)c1C`?
eLon inh: -7; Neddylation inh: inactive; CSN deneddyl inh: 4; Rin1 Abl inh: 0; TbMetRS inhib: -1.1; MsrA inh: 0.1; bovine MsrA act: -7; FAS-TE inh: 0; MLLE-PAM2 inh: -4

What do the screens show for `COC(=O)[C@]1(Cc2ccccc2)N[C@H](CN(C)C(=O)c2ccccc2)[C@@H]2C(=O)N(Cc3ccccc3)C(=O)[C@@H]21`?
eLon inh: 4; Neddylation inh: inactive; CSN deneddyl inh: 2; Rin1 Abl inh: -3; TbMetRS inhib: -1.0; MsrA inh: -0.3; bovine MsrA act: 0; FAS-TE inh: 1; MLLE-PAM2 inh: 0

Results for CCn1c(COc2ccc3c(c2)OCO3)nnc1SCC(=O)c1ccccc1 ?
eLon inh: 0; Neddylation inh: inactive; CSN deneddyl inh: 8; Rin1 Abl inh: 0; TbMetRS inhib: -1.2; MsrA inh: 0.0; bovine MsrA act: -6; FAS-TE inh: -2; MLLE-PAM2 inh: -66

How did O=C(CSc1nnc2n1CCCN2C(=S)Nc1ccc(Cl)cc1)c1ccccc1 do in these assays?
eLon inh: 1; Neddylation inh: inactive; CSN deneddyl inh: 1; Rin1 Abl inh: -2; TbMetRS inhib: -0.6; MsrA inh: 0.5; bovine MsrA act: -1; FAS-TE inh: 14; MLLE-PAM2 inh: 18

What do the screens show for `CSCCC(NC(=O)c1cccc(C)c1)C(=O)OCC(=O)NC(=O)c1cccn1C` (configuration not stated)?
eLon inh: 0; Neddylation inh: inactive; CSN deneddyl inh: -6; Rin1 Abl inh: -1; TbMetRS inhib: -0.1; MsrA inh: -1.2; bovine MsrA act: -3; FAS-TE inh: -12; MLLE-PAM2 inh: -6

Results for COC(=O)c1ccc(N2C(c3ccsc3)=Cc3cc4c(cc3C2CC(=O)c2ccco2)OCO4)cc1 (configuration not stated) ?
eLon inh: -3; Neddylation inh: inactive; CSN deneddyl inh: -3; TbMetRS inhib: -0.5; MsrA inh: 1.2; bovine MsrA act: -5; FAS-TE inh: 32

How did COC(=O)c1ccc(NC(=O)C(=O)N2CCN(C(=S)Nc3ccccc3OC)CC2)cc1 do in these assays?
eLon inh: -1; Neddylation inh: inactive; CSN deneddyl inh: -17; Rin1 Abl inh: 2; TbMetRS inhib: -0.3; MsrA inh: -0.3; bovine MsrA act: -3; FAS-TE inh: -10; MLLE-PAM2 inh: -90

How did N/C(=N\c1nc2ccccc2o1)NC(=O)c1cccc(Cl)c1 do in these assays?
eLon inh: -4; Neddylation inh: inactive; CSN deneddyl inh: 2; Rin1 Abl inh: -1; TbMetRS inhib: -0.7; MsrA inh: -1.0; bovine MsrA act: -6; FAS-TE inh: -2; MLLE-PAM2 inh: 6

What do the screens show for `Cc1ccc(-n2c(-c3ccccc3)nnc2-c2cccs2)cc1`?
eLon inh: -7; Neddylation inh: inactive; CSN deneddyl inh: 4; Rin1 Abl inh: -1; TbMetRS inhib: -0.5; MsrA inh: 1.4; bovine MsrA act: -4; FAS-TE inh: -4; MLLE-PAM2 inh: -9

How did Cc1ccccc1NC(=S)N1CCC(C(=O)c2ccc(F)cc2)CC1 do in these assays?
eLon inh: 1; Neddylation inh: inactive; CSN deneddyl inh: 2; Rin1 Abl inh: 1; TbMetRS inhib: -0.5; MsrA inh: -0.4; bovine MsrA act: -7; FAS-TE inh: -5; MLLE-PAM2 inh: -88

Results for COC(=O)C1=C(C)NC(=O)NC1c1ccsc1 (configuration not stated) ?
eLon inh: 0; Neddylation inh: inactive; CSN deneddyl inh: 1; Rin1 Abl inh: 0; TbMetRS inhib: 0.4; MsrA inh: -0.2; bovine MsrA act: -2; FAS-TE inh: -12; MLLE-PAM2 inh: -3

Results for COc1ccc(C2(CNC(=O)/C=C\c3ccco3)CCCC2)cc1OC ?
eLon inh: -11; Neddylation inh: inactive; CSN deneddyl inh: 0; Rin1 Abl inh: 7; TbMetRS inhib: -0.4; MsrA inh: 0.6; bovine MsrA act: 2; FAS-TE inh: 0; MLLE-PAM2 inh: 0

How did Cc1ccnc(-n2sc3ccccc3c2=O)n1 do in these assays?
eLon inh: -17; Neddylation inh: inactive; CSN deneddyl inh: 2; Rin1 Abl inh: -2; TbMetRS inhib: -0.2; MsrA inh: -0.2; bovine MsrA act: 1; FAS-TE inh: -8; MLLE-PAM2 inh: 14

What do the screens show for `O=C(NCc1ccc(C(F)(F)F)cc1)C12CN(Cc3ccccc3)CC1C(c1cccc([N+](=O)[O-])c1)=NO2` (configuration not stated)?
eLon inh: 3; Neddylation inh: inactive; CSN deneddyl inh: 3; Rin1 Abl inh: 3; TbMetRS inhib: -0.2; MsrA inh: -0.4; bovine MsrA act: 2; FAS-TE inh: 47; MLLE-PAM2 inh: 8

What do the screens show for `CC(C)CN1CCN(Cc2ccc(Oc3ncccn3)cc2)CC1CCO` (configuration not stated)?
eLon inh: 0; Neddylation inh: inactive; CSN deneddyl inh: 3; Rin1 Abl inh: -1; TbMetRS inhib: -0.2; MsrA inh: 0.1; bovine MsrA act: 0; FAS-TE inh: -4; MLLE-PAM2 inh: 7

What do the screens show for `COc1ccccc1Cc1c(-c2ccco2)nc2c(C)cc(Br)cn12`?
eLon inh: -11; Neddylation inh: inactive; CSN deneddyl inh: 16; Rin1 Abl inh: -14; TbMetRS inhib: -0.8; bovine MsrA act: -16; FAS-TE inh: 5; MLLE-PAM2 inh: 2

For reference, some entries already given.
Results for COc1ccc(CCC(=O)NCCc2cn3c(C)csc3n2)cc1 ?
eLon inh: -6; Neddylation inh: inactive; CSN deneddyl inh: -3; Rin1 Abl inh: -2; TbMetRS inhib: 1.8; MsrA inh: -0.8; bovine MsrA act: 0; FAS-TE inh: -2; MLLE-PAM2 inh: -33

How did Cc1occc1-c1nnc(SCC(=O)N2CCCCC2C)o1 (configuration not stated) do in these assays?
eLon inh: 6; Neddylation inh: inactive; CSN deneddyl inh: -4; Rin1 Abl inh: 4; TbMetRS inhib: -0.4; MsrA inh: 1.7; bovine MsrA act: -3; FAS-TE inh: -4; MLLE-PAM2 inh: 22

How did Cc1cc(OCC(=O)N[C@@H](CSCc2ccccc2)C(=O)O)c2c(C)c(C)c(=O)oc2c1 do in these assays?
eLon inh: -7; CSN deneddyl inh: -3; Rin1 Abl inh: -3; TbMetRS inhib: -2.2; MsrA inh: 1.0; bovine MsrA act: -7; FAS-TE inh: 26; MLLE-PAM2 inh: 15

How did CN1C(=O)C(C)(C)c2cc(S(=O)(=O)NCC3CCC(C(=O)NCc4ccc(F)cc4)CC3)ccc21 (configuration not stated) do in these assays?
eLon inh: 7; Neddylation inh: inactive; CSN deneddyl inh: -4; Rin1 Abl inh: 1; TbMetRS inhib: 0.1; MsrA inh: -1.1; bovine MsrA act: -2; FAS-TE inh: -11; MLLE-PAM2 inh: -4

(cont.)
Results for CCCCN(C)CCC(=O)Nc1ccc(OC)cc1OC ?
eLon inh: 8; Neddylation inh: inactive; CSN deneddyl inh: 2; Rin1 Abl inh: 4; TbMetRS inhib: -1.9; MsrA inh: -0.8; bovine MsrA act: -7; FAS-TE inh: -6; MLLE-PAM2 inh: 3

Results for Cn1c(SCC(=O)Nc2ccccc2F)nnc1-c1cc2ccccc2o1 ?
eLon inh: -2; Neddylation inh: inactive; CSN deneddyl inh: -4; Rin1 Abl inh: -4; TbMetRS inhib: -0.2; MsrA inh: 0.1; bovine MsrA act: -4; FAS-TE inh: -5; MLLE-PAM2 inh: -22

How did CCNc1ccc(S(=O)(=O)N(C)C)cc1NCC(=O)Nc1ccccc1Br do in these assays?
eLon inh: 9; Neddylation inh: inactive; CSN deneddyl inh: -2; Rin1 Abl inh: -1; TbMetRS inhib: -0.5; MsrA inh: -0.1; bovine MsrA act: -1; FAS-TE inh: 4; MLLE-PAM2 inh: -4

What do the screens show for `CCCCn1nnnc1C(c1cc2ccccc2o1)N1CCN(C(=O)OCC)CC1` (configuration not stated)?
eLon inh: -15; Neddylation inh: inactive; CSN deneddyl inh: 3; TbMetRS inhib: -1.1; MsrA inh: 1.2; bovine MsrA act: -5; FAS-TE inh: 9

How did CCN(CC)C(=O)COc1ccc(/C(C)=N/NC(=O)c2ccccc2Br)cc1 do in these assays?
eLon inh: 0; Neddylation inh: inactive; CSN deneddyl inh: 1; Rin1 Abl inh: 0; TbMetRS inhib: 0.2; MsrA inh: 0.7; bovine MsrA act: -2; FAS-TE inh: -6; MLLE-PAM2 inh: 1

How did CNS(=O)(=O)c1cccc(C(=O)NCC2(N3CCOCC3)CCCCC2)c1 do in these assays?
eLon inh: -2; Neddylation inh: inactive; CSN deneddyl inh: -5; Rin1 Abl inh: 1; TbMetRS inhib: 0.0; MsrA inh: 0.9; bovine MsrA act: -1; FAS-TE inh: -4; MLLE-PAM2 inh: 3

Results for CCOC(=O)N1CCN(C(=O)C[C@@H]2C[C@@]3(C(=O)OC)CCCCC=C3N(Cc3ccco3)C2=O)CC1 ?
eLon inh: 6; Neddylation inh: inactive; CSN deneddyl inh: -3; TbMetRS inhib: 0.0; MsrA inh: -0.3; bovine MsrA act: -1; FAS-TE inh: -9

What do the screens show for `Cc1ccc(C)n1-c1ccc(C(=O)NC2CCN(Cc3ccccc3)CC2)cc1`?
eLon inh: -4; Neddylation inh: inactive; CSN deneddyl inh: 5; Rin1 Abl inh: 0; TbMetRS inhib: -0.5; MsrA inh: -1.7; bovine MsrA act: -5; FAS-TE inh: -6; MLLE-PAM2 inh: 0

What do the screens show for `O=c1[nH]c2nc(Cl)nc(Cl)c2[nH]1`?
eLon inh: -10; Neddylation inh: inactive; CSN deneddyl inh: -4; Rin1 Abl inh: 2; TbMetRS inhib: -0.1; MsrA inh: -0.9; bovine MsrA act: -1; FAS-TE inh: -7; MLLE-PAM2 inh: 2

Results for O=c1c(-c2ccccc2)coc2c(CN3CCCC3)c(O)ccc12 ?
eLon inh: -1; CSN deneddyl inh: 1; Rin1 Abl inh: 5.9*; TbMetRS inhib: 0.3; MsrA inh: 5.5*; bovine MsrA act: -5; FAS-TE inh: -5; MLLE-PAM2 inh: -7
